Compound activity from PubChem.
M. tuberculosis = growth inhibition of non-replicating M. tuberculosis (AID 488890) | Mycobacterium tuberculosis non-replicating, growth inhibition; higher % means a stronger effect | inhibition, % at 25 µM, or IC50 in µM where a hit was titrated | 320,000 tested, 0.39% active; in the data active = a potency from the dose series; inconclusive = inhibition mostly from about 82% at the one dose, without a potency; inactive = the rest, 99 in 100 with inhibition below about 76%;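 also: plate controls were DMSO cells for no effect and high antibiotic wells for full effect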
inhibitors of VEEV = inhibitors of VEEV TC-83 cytopathic effect, confirmation, Vero cells (AID 588727); Vero cells, VEEV TC-83 cytopathic effect inhibition; higher % means a stronger effect; inhibition, % at 20 µM, or IC50 in µM where a hit was titrated; 350,000 tested, 0.13% active; in the data active = a potency from the dose series; inconclusive = inhibition mostly from about 14% at the one dose, without a potency; inactive = the rest, 99 in 100 with inhibition below about 12%; also: strong numbers were not always called active
H1N1 NS1A inhibition = H1N1 influenza NS1A inhibitors, functional cell based assay (AID 504329). one-dose inhibition, % at 12.5 µM; IC50 in µM for titrated hits. 340,000 tested, 0.3% active. NS1A functional cell-based assay, percent inhibition; higher % means a stronger effect; in the data active = a potency from the dose series; inconclusive = inhibition above about 27% without an active follow-up result; also: strong numbers were not always called active
PhoP GFP inhibition = PhoP regulon inhibitors, Salmonella typhi PhoP promoter GFP reporter, confirmatory (AID 1850); Salmonella Typhi PhoP-promoter GFP reporter, fluorescence, 4 h; higher % means a stronger effect; 310,000 tested, 0.33% active; one-dose inhibition, % at 50 µM; IC50 in µM for titrated hits; in the data active = a potency from the dose series; inconclusive = inhibition mostly from about 25% at the one dose, without a potency; inactive = the rest, 99 in 100 with inhibition below about 19%;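 also: 0% = induced wells with vehicle and 100% = uninduced wells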
H37Rv inhibition = M. tuberculosis growth inhibition, HTS (AID 449762); 330,000 tested, 0.59% active; inhibition, % at 25 µM; hits with a dose series show IC50 in µM; M. tuberculosis H37Rv growth inhibition, 7H9 media; higher % means a stronger effect; in the data active = a potency from the dose series; inconclusive = inhibition above about 70% without an active follow-up result;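 also: bacterial growth assessed after seven days of incubation; strong numbers were not always called active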
inhibitors of VEEV 10K pilot screen = further read-out of inhibitors of VEEV, marked with its call; inhibition, %; measured here: 10K pilot screen inhibition
* hit, by the source's call; i = inactive; ? = inconclusive; / = not tested or not shown; & = joins results of further samples.

SMILES	M. tuberculosis	inhibitors of VEEV	H1N1 NS1A inhibition	PhoP GFP inhibition	H37Rv inhibition	others
COc1ccc(N(CCCN2C(=O)c3cccc4cccc(c34)C2=O)C(=O)c2cccc(OC)c2)cc1	31%	7.8%	-8%	-7%	-3%
CCN(CC)CCCCNc1ncc2cc(-c3cc(OC)cc(OC)c3)c(NC(=O)NC(C)(C)C)nc2n1	39%	?	-1%	-5%	55%
CSc1ccc(CNc2nnnn2C)cc1	-2%	i	1%	7%	9%
COc1ccc(-c2nnc(SCC(=O)NCC3CCCO3)n2C)cc1 (stereo not drawn)	-2%	i	-12%	-3%	2%
CC(C)C(NS(=O)(=O)c1ccc2c(c1)OCCCO2)C(=O)O (stereo not drawn)	-5%	i	-9%	-2%	2%
CCNc1nc(NCC)nc(C(=O)NN)n1	-12%	i	28%	11%	-8%
CC(C)OC(=O)c1cc(NC(=O)C2C3CCC(O3)C2C(=O)O)cc(C(=O)OC(C)C)c1 (stereo not drawn)	-11%	0.3%	20%	-2%&-5%	2%
O=C1NCCOC(=O)[C@@H](Cc2ccc(F)cc2)CC/C=C/C[C@@H]1CC(=O)N(CCO)Cc1ccccc1	29%	0.2%	-5%	/	-3%
COc1cccc(CNC(=O)c2cccs2)c1	71%	0.8%	-4%	11%	10%
O=c1c2[nH]c3ccccc3c2ncn1CCN1CCNCC1	-5%	i	9%	-2%	-3%	inhibitors of VEEV 10K pilot screen=0.7
Cc1ccc(NS(=O)(=O)c2cc(C(=O)NCCSC3CCCCC3)ccc2C)cc1	24%	i	29%	7%	6%
Cn1nnnc1SCC(=O)N1c2ccccc2Sc2ccccc21	-3%	1.2%	-1%	-6%	0%
CCCCC(=O)Nc1ccc(N2CCN(C(=O)CC)CC2)cc1	8%	0.9%	-3%	-13%	-2%
CC(=NNc1nc2ccccc2o1)c1ncccn1	/	>25µM*	0.74µM*	/	/
CC(C)n1nc(C(=O)Nc2nc3ccc(S(C)(=O)=O)cc3s2)c2ccccc2c1=O	0%	0.1%	-8%	-1%	9%
CCCc1cc(=O)oc2cc(OCC(=O)NCCCn3ccnc3)c(Cl)cc12	23%	i	-11%	3%	-4%
CC(=O)c1sc(NC(=O)c2ccc(F)cc2)nc1-c1ccccc1	-5%	2.4%	-10%	3%	0%
Cc1cc(C)c2nc(SC3CCOC3=O)cc(C)c2c1 (stereo not drawn)	0%	i	-14%	-1%	4%
CC(C)CC1NC(=O)N(CC(=O)NC2CCCCC2)C1=O (stereo not drawn)	/	1.6%	-5%	/	/
Cc1ccc(N2CCN(c3cc(C)nc4nc(C)nn34)CC2)c(C)c1	/	1.2%	-10%	-6%	5%

An excerpt from above in order of length of the SMILES, low to high:
SMILES	M. tuberculosis	inhibitors of VEEV	H1N1 NS1A inhibition	PhoP GFP inhibition	H37Rv inhibition	others
O=c1c2[nH]c3ccccc3c2ncn1CCN1CCNCC1	-5%	i	9%	-2%	-3%	inhibitors of VEEV 10K pilot screen=0.7
CC(C)C(NS(=O)(=O)c1ccc2c(c1)OCCCO2)C(=O)O (stereo not drawn)	-5%	i	-9%	-2%	2%
Cc1ccc(N2CCN(c3cc(C)nc4nc(C)nn34)CC2)c(C)c1	/	1.2%	-10%	-6%	5%
Cc1ccc(NS(=O)(=O)c2cc(C(=O)NCCSC3CCCCC3)ccc2C)cc1	24%	i	29%	7%	6%
CC(C)OC(=O)c1cc(NC(=O)C2C3CCC(O3)C2C(=O)O)cc(C(=O)OC(C)C)c1 (stereo not drawn)	-11%	0.3%	20%	-2%&-5%	2%
CCN(CC)CCCCNc1ncc2cc(-c3cc(OC)cc(OC)c3)c(NC(=O)NC(C)(C)C)nc2n1	39%	?	-1%	-5%	55%

New compounds follow.
SMILES	M. tuberculosis	inhibitors of VEEV	H1N1 NS1A inhibition	PhoP GFP inhibition	H37Rv inhibition	others
COc1ccccc1C(=O)C1CCCN(C(=O)c2ccc3c(c2)OCCO3)C1 (stereo not drawn)	-16%	i	3%	5%	-2%
COc1ccc(-c2nnc(N(C)C(=O)C3CCCO3)s2)cc1 (stereo not drawn)	8%	0.9%	-3%	11%	-8%
O=C(O)CSc1nc2c(c(C(F)(F)F)n1)CCCC2	1%&6%	2.4%	-5%&-9%	-13%&-15%	-3%&4%
CS(=O)(=O)N(CC(=O)N1CCOCC1)c1ccc2c(c1)OCO2	-3%	1.5%	-8%	4%	-2%
COCC(C)n1c(SCC(=O)N(C)C2CCS(=O)(=O)C2)nc2ccccc2c1=O (stereo not drawn)	-3%	0.9%	-2%	9%	-1%
COc1ccc(N2C(=O)CC(N3CCN(c4cccc(Cl)c4)CC3)C2=O)cc1 (stereo not drawn)	2%	i	1%	-6%	-1%
COc1cccc(CNC(=O)Cc2csc(NC(=O)Nc3ccccc3OC)n2)c1	15%	11%	-3%	5%	29%
Fc1ccc(-c2ccc(CNCc3ccccn3)o2)cc1Cl	8.8µM*	i	-16%	-4%	?
Cc1cc(N/N=C/c2ccccc2)nc(NCc2ccccc2)n1	47%	12%	1%	-6%	38%
Fc1cccc(Cl)c1-c1nnc2ccc(C(F)(F)F)cn12	1%	2.9%	0%	-7%	-9%
CC(C)[C@H](NC(=O)c1ccccc1)C(=O)OCC(=O)N1CCc2ccccc2C1	17%	i	3%	-11%	2%
C/C(=N\NC(=O)c1ccccc1F)c1ccccn1	?	9.5%	5.7µM*	-1%	?
CCOC(=O)/C(C#N)=C1/C=C(C)NC(c2ccccc2O)=N1	68%	i	-24%	1%	-5%
Cc1cc2oc(=O)cc(CN3CCCCC3C)c2cc1C(C)C (stereo not drawn)	38%	0.1%	-7%	-16%	68%
O=S(=O)(/C=C/c1ccccc1)NCCc1ccccn1	2%	i	-8%	8%	-3%
Cc1ccc(C(=O)Nc2ccon2)cc1S(=O)(=O)N1CCCC1	/	2.9%	-2%	-5%	/
O=C(CC1C(=O)NCCN1Cc1ccc(-c2ccccc2)cc1)NCCCn1cccn1 (stereo not drawn)	31%	3.6%	2%	-26%	4%
c1cc(Nc2ncnc3sccc23)cc(-c2nnc3n2CCCCC3)c1	44%	11%	4%	-17%	/
CCOC(=O)C1CCCN(C2CC(=O)N(c3ccccc3)C2=O)C1 (stereo not drawn)	/	0.2%	-5%	-4%	-9%
CC(C)CNC(=O)c1cccc2c1-c1ccccc1C2=O	-6%	0.4%	-7%	-11%	2%
Cc1ccc(-c2ccc(/C=N/NC(=O)CN3CCCC3)o2)cc1Cl	81%	8.2%	-7%	-7%	?
CSc1nc(Cl)cc(N(CCO)CCO)n1	1%	0.7%	-4%	-3%	10%
COc1cc(SC)ccc1C(=O)N(C)Cc1ccccc1	1%	1.4%	-5%	-7%	-3%
CCOC(=O)CSc1nc2cc(C)ccc2cc1C#N	30%	7.5%	-4%	-10%	-8%
COc1ccc(NCc2ccc3c(c2)OCO3)cc1Cl	76%	0.1%	1%	1%	?
CN(C)c1oc(-c2ccccc2Cl)nc1S(=O)(=O)c1ccccc1	/	7.0%	-8%	-6%	-2%
CCOC(=O)c1ccc2c(c1)nc(SCC(=O)c1ccco1)n2CC	70%	5.7%	1%	-4%	6%
Cc1cc(C)n2nc(SCN3C(=O)c4ccccc4C3=O)nc2n1	8%	1.4%	-2%	-7%	-13%
COc1ccc(CCC(C)N2CCC(CO)(Cc3ccccc3)CC2)cc1 (stereo not drawn)	16%	i	6%	0%	-9%
COc1ccc(O)c(CN2CCN(CCc3ccccc3)C(CCO)C2)c1 (stereo not drawn)	11%	0.7%	10%	3%	-2%
CCCOc1ccccc1/C=C(\C#N)C(=O)Nc1cccc(C)n1	-3%	0.9%	-2%	1%	-2%
COc1ccc(C(=O)N=C2SC3CS(=O)(=O)CC3N2Cc2ccc(F)cc2)cc1 (stereo not drawn)	-16%	0.5%	-1%	6%	-1%
CCOC(=O)c1ccc(S(=O)(=O)NCC(c2ccc(N(C)C)cc2)c2c[nH]c3ccccc23)cc1 (stereo not drawn)	16%	0.2%	18%	-5%	-4%
CN1CCCN(C(=O)COc2ccccc2Br)CC1	-17%	i	-9%	-6%	-10%
CC(=O)Nc1ccc(N/C=C/C(=O)c2ccc(Cl)cc2)cc1	0%	0.2%	-17%	-4%	6%
CC(=O)Nc1ccc(S(=O)(=O)n2cnc3ccccc32)cc1	-1%	1.4%	8%	-11%	6%
CCCCNC(=O)c1ccc2c(c1)N(C)C(=O)c1ccccc1S2	0%	1.2%	-14%	-6%	-1%
Cc1ccc(C)c(OCCC(=O)OCC(=O)NCc2ccccc2)c1	56%	0.6%	-5%	-3%	49%
O=C(NCCCc1ccc(F)cc1)C1CCC(=O)N(CCCN2CCCC2=O)C1 (stereo not drawn)	-7%	1.1%	6%	-13%	11%
CCn1c(SCC(=O)Nc2sc3c(c2C#N)CCCC3)nnc1-c1ccncc1	44%	4.9%	-9%	-11%	-1%
CCCCCCNC(=O)C(=O)NCCc1ccc(Cl)cc1	4%	2.0%	1%	-3%	-9%
COC(=O)c1ccc(C)c(N(CCO)CCO)c1	2%	0.1%	-16%	-8%	1%
NC(=O)c1ccc(NC(=O)COc2ccc(-n3cnnn3)cc2)cc1	2%	0.8%	-9%	/	-3%
COc1ccc2[nH]cc(C(=O)CN3CCN(C4CCCCC4)CC3)c2c1	14%	0.5%	2%	-9%	-4%
O=C(O)c1cccc(S(=O)(=O)Nc2cccc(S(=O)(=O)N3CCCC3)c2)c1	-4%	i	-13%	/	-7%
CCCCn1c(=O)c(C(=O)NCc2ccco2)c(O)c2ccccc21	15%	i	0%	-1%	5%
CC(=O)NCC(=O)OCC(=O)c1ccccc1	5%	1.4%	-3%	-23%	5%
O=C(CSc1cccs1)Nc1ccc2ccccc2c1	?	i	3%	6%	?
CCN(CC(=O)NCc1ccc(F)cc1)c1ccc(S(C)(=O)=O)cc1[N+](=O)[O-]	-5%	0.6%	-6%	13%	2%
Cc1cc(C)cc(NC(=O)/C(C#N)=C/c2cn(CC(=O)NCc3ccco3)c3ccccc23)c1	2%	2.0%	0%	-3%	10%
O=C(Nc1cccnc1)c1ccc(COCC(F)(F)F)cc1	6%	1.2%	3%	-5%	-18%
C/C(=N\Nc1nc(C)cc(-c2ccccc2)n1)c1ccccc1	44%	0.0%	-3%	-4%	10%
N#CC1(NC(=O)COC(=O)CSc2ccc(F)cc2)CCCCC1	-20%	0.4%	-6%	3%	-3%
CCCN1C2CCCC1CC(NC(=O)c1cccc(Cl)c1)C2 (stereo not drawn)	10%	i	-5%	-5%	0%
Cc1cc(C)c(C)c(OCC(=O)N2CCN(c3ccccn3)CC2)c1	19%	10%	4%	-1%	15%
CCOC(=O)c1cc2c(=O)n3ccccc3nc2n(Cc2ccco2)c1=NC(=O)c1ccccc1OCC	3%	9.9%	7%	-14%	4%
CCOc1ccc(OCC(=O)Nc2ccc(OC)cc2[N+](=O)[O-])cc1	33%	0.4%	9%	-3%	7%
CC(C)CCN(C(=S)Nc1cccc(C(F)(F)F)c1)C(C)c1ccccn1 (stereo not drawn)	74%	4.5%	13%	8%	-2%
CCOc1cccc2sc(N(CCN(C)C)C(=O)c3ccc(Br)s3)nc12	7%	1.1%	-3%	-3%	-4%
Cc1ccc(C(C)C)cc1OCC(=O)Nc1ccc(N2CCCCC2)cc1	17%	5.4%	6%	6%	58%
Later entries:
SMILES	M. tuberculosis	inhibitors of VEEV	H1N1 NS1A inhibition	PhoP GFP inhibition	H37Rv inhibition	others
COC(=O)c1ccccc1NC(=O)CN1C(=O)NC2(CCCCCCC2)C1=O	26%	6.8%	-1%	/	3%
Cc1ccc(-n2nc(C(=O)N3CCOCC3)cc2-c2ccc(Cl)cc2)cc1	22%	0.5%	13%	2%	18%
COc1ccc(-c2nc(SC(CC(=O)NCCN3CCOCC3)c3cccs3)n[nH]2)cc1 (stereo not drawn)	3%	1.5%	9%	-3%	2%
CC1(C)S[C@@H]2[C@H](NC(=O)[C@H](N)c3ccccc3)C(=O)N2[C@H]1C(=O)O	0%&-4%	0.2%&1.1%	-7%&0%	1%&10%&1%	2%&1%
Cc1coc2c1c(C)cc1oc(=O)c(Cc3ccccc3)c(C)c12	3%	i	5%	-11%	3%
CCOCCCNC(=O)NC12CC3CC(CC(C3)C1)C2	0%	i	2%	-12%	-1%
COc1ccc2nc(NC3=NC(C(=O)Nc4ccc(C)cc4)CC(=O)N3)nc(C)c2c1 (stereo not drawn)	-20%	/	/	-6%	-4%
Cc1nnc(NC(=O)c2ccc(F)c(S(=O)(=O)N3CCOCC3)c2)s1	-3%	0.3%	2%	/	0%
c1ccc2nc(-c3ccc(N4CCOCC4)cc3)ccc2c1	16%	2.0%	-4%	-8%	9%
CCSC1=C(C#N)C2(CCCCC2)C(C#N)=C(N)N1	23%	2.9%	4%	9%	-1%
